From PubChem BioAssay
GPR7 antagonist = antagonists of human GPR7 (neuropeptides B/W receptor 1) | GPR7-expressing cells, fluorescence antagonist assay | inhibition, % at 4.4 µM | 290,000 tested, 1.1% active | AID 1861; in the data active = inhibition above about 16%, passing the limit was not always enough;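 also: cells stimulated with the agonist NPW; 0% = agonist with vehicle and 100% = vehicle without agonist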
Target sequence (P48145 whole entry, looked up): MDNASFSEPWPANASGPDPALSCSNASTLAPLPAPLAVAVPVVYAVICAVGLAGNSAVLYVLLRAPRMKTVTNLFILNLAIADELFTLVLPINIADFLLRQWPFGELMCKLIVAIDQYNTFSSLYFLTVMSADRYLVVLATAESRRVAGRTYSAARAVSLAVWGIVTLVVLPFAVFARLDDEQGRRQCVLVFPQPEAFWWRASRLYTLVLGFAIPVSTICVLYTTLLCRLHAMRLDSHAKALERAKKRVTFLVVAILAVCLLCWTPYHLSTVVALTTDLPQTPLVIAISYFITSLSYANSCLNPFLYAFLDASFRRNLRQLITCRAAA
OXTR potentiator = potentiates the human oxytocin receptor response. P30559. 320,000 tested, 0.061% active. activation, % at 3 µM. CHO-OTR cells, Fluo-8 calcium fluorescence, potentiator mode; 0% = oxytocin EC15, 100% = EC100;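 active = activation above that plate's cutoff, the mean activation of tested compounds plus 3 SD, cut at about 6.6% in these data, passing the limit was not always enough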;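 also: 100% uses oxytocin at 75 nM as the full agonist control; some results filed as inactive read as strong as hits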
Target sequence (P30559 whole entry, looked up): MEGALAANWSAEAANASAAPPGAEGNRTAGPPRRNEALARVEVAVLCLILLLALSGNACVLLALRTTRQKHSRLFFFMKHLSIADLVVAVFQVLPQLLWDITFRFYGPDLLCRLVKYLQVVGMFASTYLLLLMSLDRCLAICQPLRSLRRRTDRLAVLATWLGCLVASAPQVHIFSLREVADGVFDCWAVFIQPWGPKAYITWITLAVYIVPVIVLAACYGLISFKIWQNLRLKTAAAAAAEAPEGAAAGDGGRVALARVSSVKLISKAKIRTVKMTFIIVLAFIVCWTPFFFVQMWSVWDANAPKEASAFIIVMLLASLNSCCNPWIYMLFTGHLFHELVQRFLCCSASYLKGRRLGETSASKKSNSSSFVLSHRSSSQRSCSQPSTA
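Assay system: CHO cell line stably expressing human OTR. Reagent: EC15 oxytocin agonist. Dosing: single dose, 3.0 µM nominal final compound concentration. Timing: compound 6 min at room temperature before oxytocin, 100 s read. Signal: kinetic Fluo-8 calcium fluorescence. Controls: oxytocin EC15 low and EC100 high.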
CHO-K1 Ca PAM = counter-screen for M1 PAMs: effect in parental CHO-K1 cells; ATP EC20, Fluo-8 calcium fluorescence; 0% at ATP EC20, 100% at ATP max; activation, % at 3 µM; 360,000 tested, 0.02% active;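 active = activation above the run cutoff, the mean activation of all test compounds plus 3 SD, cut at about 40% in these data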;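 also: peak over basal fluorescence ratio in a 140 s read after ATP addition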
OXTR agonist = human OXTR agonism; CHO-OTR cells, Fluo-8 calcium fluorescence; normalized: DMSO 0%, oxytocin 100%; P30559; 320,000 tested, 0.32% active; activation, % at 3 µM;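 active = activation above the mean of all tested compounds plus 3 SD, cutoff set per screening run, cut at about 20% in these data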;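 also: peak over basal fluorescence ratio from a 100 s FLIPR kinetic read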
V1R ag counter = V1a receptor agonism, counter-screen for OXTR agonists | P37288 | CHO-V1R cells, Fluo-8 calcium fluorescence, agonist mode; 0% DMSO, 100% 3 nM vasopressin | activation, % at 3 µM | 320,000 tested, 0.25% active | AID 2797;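 active = activation above the mean activation of all tested compounds plus 3 SD, per screening run, cut at about 20% in these data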;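 also: signal is peak over basal fluorescence ratio across a 100 second FLIPR read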
CHO parental Ca = counter-screen for OX1R antagonists: effect in parental CHO cells; parental CHO-K1, ATP-induced calcium, Fluo-8 fluorescence; inhibition, % at 5.6 µM; 330,000 tested, 0.63% active; AID 463079;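 active = inhibition above that plate's mean sample inhibition plus 3 SD, cut at about 26% in these data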;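 also: 0% = ATP-challenged DMSO wells and 100% = DMSO wells without ATP; some compounds past the cut are filed as inactive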
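Test system: untransfected parental CHO cell line; also added: ATP stimulus; dosing: 5.6 µM, single dose; signal: calcium-sensitive Fluo-8 fluorescence; measure: percent inhibition of ATP-evoked calcium rise, normalized to controls; benchmarks: low control ATP plus DMSO, high control DMSO only; replication: one well per compound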
CHO-K1 Ca ag = M1 agonist counterscreen hit in parental CHO-K1 cells; Fluo-8 calcium fluorescence; scaled to maximal ATP response, vehicle zero; 360,000 tested, 0.48% active; AID 602248; activation, % at 3 µM; in the data active = activation above about 15%;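 also: untransfected CHO-K1 host cells lacking M1 receptor as counterscreen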
TAAR1 antagonist = human TAAR1 antagonism; Q96RJ0; CHO RD-HGA16 TAAR1, Fluo-8 calcium fluorescence, antagonist; inhibition, % at 3 µM; 360,000 tested, 1.5% active; AID 624466;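 active = inhibition above a per-plate cutoff, the mean inhibition of test compounds on that plate plus 3 SD, cut at about 49% in these data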;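 also: 0% = DMSO plus EC80 beta-PEA response and 100% = DMSO alone without agonist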
Target sequence (Q96RJ0 whole entry, looked up): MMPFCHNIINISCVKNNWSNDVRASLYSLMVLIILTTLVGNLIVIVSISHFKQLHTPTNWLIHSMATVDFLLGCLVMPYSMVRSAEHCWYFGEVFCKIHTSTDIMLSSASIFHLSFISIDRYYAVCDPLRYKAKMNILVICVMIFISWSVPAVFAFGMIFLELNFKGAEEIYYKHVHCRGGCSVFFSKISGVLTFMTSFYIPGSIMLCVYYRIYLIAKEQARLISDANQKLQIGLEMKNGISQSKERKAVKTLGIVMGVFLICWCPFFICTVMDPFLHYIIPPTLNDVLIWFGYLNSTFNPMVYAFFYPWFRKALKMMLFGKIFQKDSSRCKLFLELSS
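Test system – hTAAR1-expressing CHO RD-HGA16 cells, Gα16-coupled · Reagent – β-PEA at EC80 concentration, post-compound challenge · Compound dosing – 3 µM, single point · Timing – 140 s kinetic read after compound, 140 s after agonist · Detection – Fluo-8 intracellular calcium dye fluorescence, real-time kinetic reads · Control set – DMSO and EC80 PEA controls · Repeats – n of 1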
CHO-K1 Ca antag = M1 antagonist counterscreen hit in parental CHO-K1 cells. ATP-induced calcium, Fluo-8 fluorescence. inhibition, % at 3 µM. 360,000 tested, 0.6% active. AID 602250;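 active = inhibition above a per-plate cutoff, the plate's mean sample inhibition plus 3 SD, cut at about 24% in these data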;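 also: 0% = DMSO plus EC80 ATP and 100% = DMSO alone without ATP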
Numbers without * were called inactive; x = no result given; & = joins results of further samples.

SMILES	GPR7 antagonist	OXTR potentiator	CHO-K1 Ca PAM	OXTR agonist	V1R ag counter	CHO parental Ca	CHO-K1 Ca ag	TAAR1 antagonist	CHO-K1 Ca antag
O=C(CN1CCOCC1)Nc1ccccc1F	-14.0	1.8	3.6	2.5	0.8	-3.2	0.1	-0.7	-4.1
CCOC(=O)N1CCC(NC(=O)c2ccc3c(c2)N(CC)CCS3)CC1	-10.0	1.6	17.9	-1.3	0.3	-6.3	0.1	-33.8	-7.0
CCOC(=O)Nc1ccc(OC)cc1S(=O)(=O)N1CCCCC1	7.2	-10.4	12.3	-0.8	0.6	-14.8	0.2	-3.9	-5.3
O=C1C(Cc2ccccc2)Nc2ncnc(N3CCOCC3)c2N1Cc1ccc(Br)cc1 (stereo unspecified)	x	-3.7	-4.0&10.4	-0.6	0.4	-19.4	1.1&4.1	10.4	-9.2&2.2
CCC(=O)N1CCN=C1SCc1cccc(C(F)(F)F)c1	6.0	4.4	14.6	-1.3	-0.5	-12.1	0.5	-9.1	-8.3
O=C1CCC(=O)N1c1ccc(S(=O)(=O)Nc2cccc(Br)c2)cc1	-15.1	-2.3	-4.3	5.7	3.1	-7.3	2.0	2.6	-4.9
CC(=O)c1cn(-c2ccc(Cl)cc2)c(=O)n(Cc2ccc(Br)cc2)c1=O	-2.2	-11.6	25.6	0.0	1.0	-12.0	0.9	-3.9	-1.8
O=C(O)CCc1nnc(SCC(=O)Nc2cccc(C(F)(F)F)c2)[nH]c1=O	9.7	-2.0	25.0	0.1	-0.2	7.6	1.4	-6.1	-19.6
CCNc1nc(NCC)n2c(SCC(=O)Nc3c(C)cccc3C)nnc2n1	x	-9.4	1.4	-0.4	0.2	-6.9	0.7	-13.5	-1.2
CN(NS(=O)(=O)c1ccccc1)C(=O)c1ccccc1	x	x	0.1	x	x	x	6.4	-26.6	4.9
CN(C)CCN1C(=O)c2oc3ccc(Cl)cc3c(=O)c2C1c1cccc(Br)c1 (stereo unspecified)	11.2	-7.4	9.6	0.6	5.0	-15.2	0.3	1.2	-3.1
CCOC(=O)C1=C(C)NC(C)=C(C(=O)OCCNC(=O)c2cccnc2)C1c1cccc([N+](=O)[O-])c1 (stereo unspecified)	-4.5	1.8	-1.2	-0.5	-0.1	-18.4	1.7	x	-0.9
COc1ccc(C(=O)NC(=O)NC2(C(Cl)(Cl)Cl)OCCO2)cc1	-2.4	-19.0	1.1	9.8	2.2	-7.0	0.5	12.8	-11.8
O=C(NCC1CCCCC1)c1ccc(F)cc1Cl	-11.1	-4.7	-11.4	-1.1	-0.2	-13.3	-0.6	-6.0	-1.2
CC(=O)c1ccc(NC(=O)C2CC2c2ccccc2)cc1 (stereo unspecified)	x	-2.3	4.8	-2.2	0.0	-16.8	2.0	-16.4	-2.7
O=C(CCc1nnc(C2CCCCC2)o1)NCc1cccc(-n2cccn2)c1	-12.0	5.6	6.0	-1.4	-0.6	-19.5	0.1	-0.2	-10.3
COc1ccc(OC)c(NC(=O)c2cc3c(Cl)nc4ccccc4c3s2)c1	-10.6	-5.9	15.4	0.9	0.0	-20.6	0.1	2.8	-5.8
O=C(Cc1ccc(F)cc1)Nc1cccc(S(=O)(=O)N2CCCC2)c1	x	-2.8	6.6	2.3	2.5	-4.8	0.7	-0.3	-10.5
CCOC(=O)C1(C)CCN1C(=O)c1cccc(Cl)c1 (stereo unspecified)	x	x	-13.6	x	x	x	-0.3	-24.8	-3.6
COc1ccc(C(=O)NNC(=S)NC(=O)c2ccc(OC)cc2)cc1	0.0	-26.5	1.0	43.1*	28.2*	11.6	34.2*	81.1*	6.3
CCCCCCCC(=O)Nc1cc(C(=O)NCCC)ccc1N1CCC2(CC1)CC(c1cccc(Br)c1)=NO2	x	-0.5	12.5	-0.4	0.6	-16.8	0.4	19.5	-20.1
COCCNc1nc(NCc2cccc(OC)c2OC)c2sccc2n1	x	x	3.8	x	x	x	3.0	10.5	-5.5
CC(=O)c1cccc(NC(=O)N2CCc3ccccc3C2)c1	-8.5	-1.1	14.5	1.1	1.8	-15.1	2.5	19.5	-15.9
Cc1occc1C(=O)Nc1cccc(C(=O)NCc2ccccc2)c1	2.7	-7.0	13.6	0.4	0.9	-0.3	0.7	14.4	-8.0
Cc1ccc(S(=O)(=O)N2c3ccccc3NC(=O)C2CC(=O)Nc2ccccc2)cc1 (stereo unspecified)	-1.8	-13.6	16.6	1.1	2.2	-8.9	0.5	-3.6	-1.4
CC(Sc1nnc(N)s1)C(=O)Nc1nccs1 (stereo unspecified)	2.2	-11.3	15.8	0.4	-0.5	-5.7	0.4	-0.4	-7.7
O=c1c2sccc2nc(SCc2cc(=O)n3cc(Br)ccc3n2)n1Cc1ccccn1	0.1	2.9	-6.0	-1.1	-0.6	-10.4	0.0	-34.0	-8.8
Cc1ccc(S(=O)(=O)Cc2nc3ccccc3c(=O)[nH]2)cc1	4.3	-3.8	12.6	1.0	2.2	-3.6	0.4	-10.3	-0.8
CC1(C)NC(=O)N(CC(=O)NNC(=O)c2ccccc2F)C1=O	x	-0.7	-9.7	1.5	-0.2	9.2	-0.1	8.8	-6.5
COc1cc(OC)cc(C(=O)Nc2ccc3nc4n(c(=O)c3c2)CCCC4)c1	-4.3	-10.1	10.7	-2.3	-0.8	-9.2	-0.2	-19.7	-6.0

Some of the entries so far, with values under each structure.
Each structure is followed by: GPR7 antagonist, OXTR potentiator, CHO-K1 Ca PAM, OXTR agonist, V1R ag counter, CHO parental Ca, CHO-K1 Ca ag, TAAR1 antagonist, CHO-K1 Ca antag
> CCCCCCCC(=O)Nc1cc(C(=O)NCCC)ccc1N1CCC2(CC1)CC(c1cccc(Br)c1)=NO2
→ x, -0.5, 12.5, -0.4, 0.6, -16.8, 0.4, 19.5, -20.1
> COCCNc1nc(NCc2cccc(OC)c2OC)c2sccc2n1
→ x, x, 3.8, x, x, x, 3.0, 10.5, -5.5

Continuation:
SMILES	GPR7 antagonist	OXTR potentiator	CHO-K1 Ca PAM	OXTR agonist	V1R ag counter	CHO parental Ca	CHO-K1 Ca ag	TAAR1 antagonist	CHO-K1 Ca antag
O=C(/C=C/c1cccc(Cl)c1)c1ccc([N+](=O)[O-])o1	x	0.6	11.2	1.0	1.3	0.1	1.1	43.3	-3.2
CCOC(=O)N1CCC(NC(=O)c2cc(S(=O)(=O)N(CC)CC)ccc2F)CC1	0.3	7.0	13.5	1.6	1.9	-9.5	0.8	x	-15.8
CCOc1cc(C(C(=O)NCC2CCCO2)N(C(=O)Cn2nnc3ccccc32)c2ccccc2C)ccc1O (stereo unspecified)	10.5	-3.3	5.7	-0.1	-0.4	-26.6	1.8	-13.3	10.2
O=C(Cc1ccc(F)cc1)OCn1nnc2ccccc2c1=O	-6.5	-5.6	19.4	-0.4	-0.4	-3.7	1.7	-13.3	-12.2
Cc1cc(C)cc(C(=O)NCC(=O)OCC(=O)Nc2ccc(C)cc2Br)c1	-15.2	0.2	15.5	-0.8	0.3	-12.2	7.5	4.0	-2.0
O=C(Oc1cccc(F)c1)c1ccc2c(=O)n3c(nc2c1)CCC3	x	-11.6	6.7	5.2	3.9	-5.0	7.7	-18.9	-12.3
Cc1ccccc1-c1ncc(CN2CCC(CO)(CCCc3ccccc3)CC2)cn1	-4.0	-12.1	22.7	6.2	3.4	-8.5	4.0	2.2	-21.4
CCN1CCN(C(=O)CCc2nnc3ccc(N4CCN(c5cccc(OC)c5)CC4)nn23)CC1	-0.9	-8.2	-10.1	-0.7	0.1	-9.4	5.0	-1.7	6.8
COc1ccc(C(=O)CSc2nc(C)cc(=O)[nH]2)cc1	-3.7	-11.4	2.6	0.5	1.3	-18.2	-0.2	17.1	17.5
CCCCn1c(=O)c(C(=O)OCC)c(O)c2ccccc21	-4.9	4.0	4.4	-0.7	-1.3	-3.2	-0.1	-21.9	-2.0
CC(=O)C1C(c2cn(-c3ccccc3)nc2-c2cccs2)NC(=O)NC1(O)C(F)(F)F (stereo unspecified)	-3.1	-3.2	25.5	0.2	1.1	-7.1	0.1	x	-7.9
Cn1cnc2c(cnn2C)c1=O	x	x	17.2	x	x	x	1.1	-5.4	-8.6
COCCn1c(-c2cccs2)nc2nc3ccccc3nc21	-13.2	-3.9	6.7	-3.1	-1.7	-9.2	4.5	23.0	-8.0
CC(C)CC(NC(=O)C1CCC(C)CC1)C(=O)Nc1cccnc1 (stereo unspecified)	28.2*	-17.5	19.4	0.0	-1.3	-9.3	0.7	11.0	-16.3
COC(=O)COc1ccc(S(=O)(=O)NCc2ccccn2)cc1	-0.9	-8.9	6.7	0.1	-0.6	-3.3	0.3	4.6	-6.2
CC(C)NC(=O)c1cc2cc(Br)ccc2oc1=O	-5.0	-9.6	-8.4	-0.1	-0.3	-7.3	0.3	8.2	21.5
O=C(NCc1ccccc1Cl)C1CCCO1 (stereo unspecified)	-1.2	3.6	20.2	0.6	-0.2	-17.7	0.1	-14.8	-17.5
Oc1ccc(Nc2ncnc3ccccc23)cc1	-11.9	x	0.9	x	x	x	0.6	10.6	-4.6
Cc1ccc(C)c(NC(=O)Cn2nc(C)c3ccccc3c2=O)c1	x	7.3	12.8	0.5	0.7	-3.8	2.7	6.6	6.0
CCOC(=O)C1CCCN(c2nc3ccccc3nc2C(C#N)C(=O)OC(C)C)C1 (stereo unspecified)	-3.1	-0.7	-5.8	-1.2	1.2	-29.1	-0.1	-11.2	3.9
COc1ccccc1N1CCN(C(=O)c2cc(-c3ccc4c(c3)OCO4)on2)CC1	-7.3	-2.7	6.9	0.8	1.4	-5.3	0.0	x	-5.6
CC(C)(C)[C@@H]1COC(=O)[C@@H](Cc2ccc(F)cc2)C/C=C\C[C@H](CC(=O)N(CCO)Cc2ccccc2)C(=O)N1	x	-7.6	2.1	-0.6	0.3	-12.6	1.6	6.2	-16.7
COc1ccc(-c2nnc3c4ccccc4c(C)nn23)cc1S(=O)(=O)N1CCN(CCO)CC1	-22.8	9.0	7.3	0.9	-0.3	-9.9	0.9	8.8	-2.2
CCn1cc(S(=O)(=O)Nc2ccc3c(c2)OCCO3)cn1	-5.7	-5.6	-4.2	1.4	1.8	5.5	0.1	-3.2	-4.6
Cc1nnc(SCc2nc3sc(C(=O)O)c(C)c3c(=O)[nH]2)s1	-5.4	-2.6	-8.1	-0.3	0.6	2.2	-0.5	-4.2	3.8
c1ccc(CN2CCOCCOCCOCCOCCOCCOCC2)cc1	-3.1	-5.5	11.6	-0.5	-0.8	-9.3	0.0	15.4	-7.3
COC(=O)C1(C)NC(c2ccc(O)cc2)C2C(=O)N(c3ccc(F)cc3)C(=O)C21 (stereo unspecified)	1.6	-6.4	13.9	0.0	1.4	-6.2	-0.4	-13.9	5.6
CN(CC(=O)Nc1ccc(N2CCOCC2)cc1)C(=O)CSc1ccccc1F	x	-4.5	-16.0	0.5	-0.2	-0.2	1.2	-3.8	-21.4
O=[N+]([O-])c1ccccc1CN1CCN(S(=O)(=O)Cc2ccccc2)CC1	2.7	-7.6	9.8	0.4	3.5	-3.6	0.8	2.4	-14.4
